ASK1 primary: inhibitors of human ASK1 kinase; Q99683; AlphaScreen MKK6 phosphorylation by ASK1, luminescence; inhibition, % at 7.44 µM; actives 0.99% (n = 22,000); in the data active = inhibition above about 35%;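 also: 0% = median of compound wells and 100% = no enzyme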
ULK1 primary: blocks human autophagy kinase ULK1 | AlphaScreen Atg13 phosphorylation by ULK1, luminescence | inhibition, % at 5.96 µM | actives 1.9% (n = 30,000) | AID 1259251; in the data active = inhibition above about 43%;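 also: 0% = median of compound wells and 100% = no enzyme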
Target sequence (O75385 whole entry, looked up): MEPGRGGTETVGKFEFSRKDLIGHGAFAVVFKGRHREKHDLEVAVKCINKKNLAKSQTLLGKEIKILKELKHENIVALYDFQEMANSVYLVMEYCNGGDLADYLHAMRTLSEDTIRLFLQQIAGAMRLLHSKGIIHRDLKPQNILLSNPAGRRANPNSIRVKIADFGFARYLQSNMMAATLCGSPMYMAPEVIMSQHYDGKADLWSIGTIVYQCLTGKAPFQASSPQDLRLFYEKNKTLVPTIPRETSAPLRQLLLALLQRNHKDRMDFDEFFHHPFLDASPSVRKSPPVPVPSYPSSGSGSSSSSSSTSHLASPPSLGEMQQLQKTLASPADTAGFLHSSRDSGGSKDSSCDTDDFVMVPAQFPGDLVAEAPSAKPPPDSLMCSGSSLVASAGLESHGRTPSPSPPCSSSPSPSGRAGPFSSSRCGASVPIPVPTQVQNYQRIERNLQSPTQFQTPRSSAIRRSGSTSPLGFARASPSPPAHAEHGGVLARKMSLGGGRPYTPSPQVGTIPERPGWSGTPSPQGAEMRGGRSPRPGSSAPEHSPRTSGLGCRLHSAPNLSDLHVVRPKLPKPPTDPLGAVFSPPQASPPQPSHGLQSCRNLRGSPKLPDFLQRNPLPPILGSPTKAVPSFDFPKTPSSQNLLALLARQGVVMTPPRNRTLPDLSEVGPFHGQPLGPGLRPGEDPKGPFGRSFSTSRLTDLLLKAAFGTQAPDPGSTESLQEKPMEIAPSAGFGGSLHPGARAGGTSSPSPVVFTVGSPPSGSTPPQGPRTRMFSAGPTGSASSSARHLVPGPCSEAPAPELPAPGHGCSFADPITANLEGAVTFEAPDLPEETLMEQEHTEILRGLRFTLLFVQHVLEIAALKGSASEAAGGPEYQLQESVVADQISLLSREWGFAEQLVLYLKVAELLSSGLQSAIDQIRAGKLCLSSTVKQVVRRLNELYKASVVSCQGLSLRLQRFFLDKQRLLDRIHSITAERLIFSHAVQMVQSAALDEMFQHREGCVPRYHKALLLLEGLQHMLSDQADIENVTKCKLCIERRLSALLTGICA
An asterisk follows results filed as active; . = not tested or not shown.

The first 6 entries (preview)
Sequence of screens: ASK1 primary, ULK1 primary
- COc1cc(OC)nc(Oc2cccnc2/C=N/NC(C)=O)n1
  ., -6
- O=C(Cc1ccccc1)NNC(=O)c1c(O)c2ccccc2[nH]c1=O
  ., 0
- COC(CNc1cc(-c2cncc(-c3ccc(F)cc3)c2)nc(C)n1)OC
  ., -16
- O=C1CCCN1CCn1cnc2c(NCc3cccc(C(F)(F)F)c3)nc(Nc3cnccn3)nc21
  -1, 3
- CC(C)N(CCNc1nc(Nc2ccncn2)nc2c1ncn2C1CCCCC1)C(C)C
  -12, -3
- O=C(O)C1CCN(Cc2ccncc2)CC1
  ., 0

The listing, from the first entry:
Sequence of screens: ASK1 primary, ULK1 primary
- COc1cc(OC)nc(Oc2cccnc2/C=N/NC(C)=O)n1
  ., -6
- O=C(Cc1ccccc1)NNC(=O)c1c(O)c2ccccc2[nH]c1=O
  ., 0
- COC(CNc1cc(-c2cncc(-c3ccc(F)cc3)c2)nc(C)n1)OC
  ., -16
- O=C1CCCN1CCn1cnc2c(NCc3cccc(C(F)(F)F)c3)nc(Nc3cnccn3)nc21
  -1, 3
- CC(C)N(CCNc1nc(Nc2ccncn2)nc2c1ncn2C1CCCCC1)C(C)C
  -12, -3
- O=C(O)C1CCN(Cc2ccncc2)CC1
  ., 0
- COc1ccc2sc(C)[n+](CCC(C)S(=O)(=O)O)c2c1 (configuration not stated)
  ., 4
- CNc1cc(OC)c(C(=O)NC2CCN(Cc3ccccc3)C2C)cc1Cl (configuration not stated)
  ., 9
- c1cc(-n2cnc3c(NCCN4CCOCC4)nc(Nc4ccc(N5CCOCC5)cc4)nc32)cs1
  12, 6
- COc1ccc(CCNC(=O)c2cccc(Nc3ccc(N4CCOCC4)cc3)n2)cc1
  16, -2

Next part:
Sequence of screens: ASK1 primary, ULK1 primary
- Nc1nc(Nc2ccccn2)cc(NC2CC2)n1
  -6, -7
- O=C(NCCc1ccc(O)cc1)c1cc(N2CCN(c3ccccn3)CC2)nc2ccccc12
  7, 14
- CCN(CC)c1nc(NCCc2ccc(OC)cc2)nc(Nc2cc(OC)c(OC)c(OC)c2)n1
  23, -20
- CCCNc1nc(-c2ccc(N3CCOCC3)nc2)nc2c1ncn2Cc1ccc(C(F)(F)F)cc1
  4, -5
- CN1CCN(C(=O)c2ccc(-c3ncc(C(=O)Nc4ccc(N5CCOCC5)cc4)s3)cc2)CC1
  -8, -4
- COc1ccc(CCNc2cc(Nc3cc(OC)c(OC)c(OC)c3)ncn2)cc1
  20, -5
- COc1cc2nc(Nc3cccnc3)nc(Nc3ccccc3)c2cc1OC
  0, -12
- COc1ccc(CCNC(=O)c2ccc3nc(-c4ccc(C(=O)NC5CC5)cc4)sc3c2)cc1
  7, 11
- Cc1ccc(-c2n[nH]c(=S)c3ccccc23)cc1S(=O)(=O)NCC1CCCO1 (configuration not stated)
  ., -13
- CC(C)N(CCNC(=O)c1csc(-c2ccc(C(N)=O)cc2)n1)C(C)C
  -15, 4

Following part
Sequence of screens: ASK1 primary, ULK1 primary
- Cn1ncc2cc(Nc3nccc(-c4cncc(N5CCOCC5)c4)n3)ccc21
  2, 27
- Cc1cc(NCc2cccc(C(F)(F)F)c2)nc(N2CCOCC2)n1
  1, -4
- OCCNc1nc(Nc2ccncn2)nc2c1ncn2Cc1ccc(C(F)(F)F)cc1
  16, -16
- O=C1CCCN1CCn1cnc2c(NCCO)nc(N3CCN(c4ccccn4)CC3)nc21
  2, -10
- O=C(NC1CC1)c1cncc(-c2csc3ccccc23)c1
  -5, 4
- COc1cccc2c1OCC(c1nc3ccc(-c4cn[nH]c4)cc3c(=O)[nH]1)C2 (configuration not stated)
  -35, 9
- Fc1cnc(Nc2ccc(N3CCOCC3)cc2)cc1-c1ccn(CCN2CCOCC2)n1
  -5, -5
- CCCCCc1nc2ccccc2c(=O)n1NC(=O)c1c(O)c2ccccc2n(C)c1=O
  ., -4
- CCCNc1nc(-c2csc3ccccc23)nc2nc[nH]c12
  6, -2
- COc1ccc(CCNc2nc(Nc3ccc(N4CCOCC4)cc3)nc3c2ncn3C(C)C)cc1
  25, -4

Carrying on:
Sequence of screens: ASK1 primary, ULK1 primary
- Fc1cc(-c2nc(Nc3cccc(Cn4cncn4)c3)ncc2F)cc(N2CCOCC2)c1
  -1, 20
- CN(C)CCSc1cc(-c2cn[nH]c2)ccc1NC(=O)[C@@H]1Cc2cc(F)ccc2CN1
  -1, 9
- Nc1nc(Nc2nccc3ccccc23)nc2c1ncn2-c1ccsc1
  2, 7
- COc1cc(-c2cn[nH]c2)ccc1C(=O)NC1Cc2ccccc2C1
  6, -8
- CCN(CC)c1nc(Nc2ccccc2)nc(Nc2ccc(-n3ccnc3)cc2)n1
  11, -23
- O=C(NCc1ccccc1)c1cccc(-c2ccc(N3CCOCC3)nc2)n1
  -11, -3
- COCCNC(=O)/C(C#N)=C/c1cn(Cc2cccc(F)c2)c2ccccc12
  ., -18
- Cc1cc(NC2CCN(Cc3ccccc3)CC2)nc(-c2csc3ccccc23)n1
  2, -20
- O=C(Nc1cc(-c2ccncc2)c[nH]c1=O)C(O)c1ccc(Cl)cc1 (configuration not stated)
  -14, 2
- CCCNC(=O)c1csc(-c2ccc(C(N)=O)cc2)n1
  -9, -2

The listing continues:
Sequence of screens: ASK1 primary, ULK1 primary
- COc1cccc(CN2CCC(Nc3ccc(-c4cn[nH]c4C)cc3)C2)c1 (configuration not stated)
  -9, 5
- COc1nc(NCCc2ccc(O)cc2)nc(-c2c(C)noc2C)n1
  -19, -2
- CC(=O)Nc1ccc(Nc2nc(Nc3ccncc3)nc3c2ncn3-c2ccccc2)cc1
  -23, -76
- COc1cc(NC(=O)c2cccc(-n3cc(NC(=O)Nc4cccc(Cl)c4)cn3)c2)ccc1N1CCOCC1
  16, -45
- O=C(Cc1cn(-c2ccc(Cl)nn2)c2ccccc12)NCCc1ccc(O)cc1
  -10, 10
- c1ccc(CN2CCC(Nc3ncnc4nc(Nc5nccc6ccccc56)[nH]c34)CC2)cc1
  -8, -4
- CSc1ccccc1NC(=O)COc1cccc2c1OC(C)(C)C2
  ., -7
- O=C(NCCOc1ccccc1)c1cccc(N2CCCC2CO)n1 (configuration not stated)
  2, -6
- CN(C)CCCOc1cc(-c2cn[nH]c2)c(F)cc1NC(=O)C1COc2ccccc2O1 (configuration not stated)
  10, 6
- O=C(O)C1CC=CCC1C(=O)Nc1cccc2ccccc12 (configuration not stated)
  ., -2

Other results follow:
Sequence of screens: ASK1 primary, ULK1 primary
- O=C1CCCN1CCn1cnc2c(Nc3ccc(N4CCOCC4)cc3)nc(NC3CCN(Cc4ccccc4)CC3)nc21
  -2, -2
- Oc1ccc(CCNc2nccc(Nc3ccncn3)n2)cc1
  -5, 19
- COc1cc(Cc2cnc(N)nc2N)cc(OC)c1OC
  ., 10
- Nc1cccc(-c2nc3ccc(C(=O)NCc4nc5ccccc5[nH]4)cc3s2)c1
  0, -10
- CC(C)n1c(N2CCN(c3ccccn3)CC2)nc2c(NCc3nc4ccccc4[nH]3)ncnc21
  2, 0
- C#CC(O)(c1ccccc1)c1ccncc1 (configuration not stated)
  ., 7
- c1ccc(-c2ccc(-c3cnc4ccc5ccncc5c4c3)cc2)cc1
  0, 13
- CCCCCCCCCCCCCCCCCC(=O)OCC(O)[C@H]1OC[C@H](O)[C@H]1O (some centres not stated)
  ., 4
- CCCNC(=O)c1ccc(Cl)cc1Cl
  ., 6
- CCN(CC)C(=O)C1CCCN(c2nc(C(=O)NCCN3CCOCC3)cs2)C1 (configuration not stated)
  -2, -3

The list continues:
Sequence of screens: ASK1 primary, ULK1 primary
- Oc1ccc(CCNc2nc(Nc3nccc4ccccc34)nc3nc[nH]c23)cc1
  7, 2
- OC1CCC(Nc2nccc(-c3cncc(N4CCOCC4)c3)n2)CC1 (configuration not stated)
  18, 11
- COc1ccc(Nc2nc(Nc3ccc(OCCN4CCCCC4)cc3)c3[nH]cnc3n2)cn1
  -13, 24
- Cc1cnc(Nc2nccc3ccccc23)nc1Nc1ccc2c(c1)OCO2
  5, 27
- O=C(NCc1ccccc1)c1csc(-c2cccs2)n1
  3, -9
- COCCCNC(=O)c1ccccc1Nc1ccnc(Nc2ccc(N3CCOCC3)cc2)c1
  -2, 1
- COc1ccc(-c2cc(N)nc(N)n2)cn1
  7, -12
- Cc1cnc(-c2ccc(C(N)=O)cc2)nc1NC1CCN(Cc2ccccc2)CC1
  6, -4
- O=C(NC1CC1)c1ccc2nc(-c3ccc(N4CCOCC4)nc3)sc2c1
  5, -3
- O=C(Nc1ccc(Nc2nccc(-c3ccc4nc(C5CC5)[nH]c(=O)c4c3)n2)cc1)N1CCCC1
  -44, 59*

Single records, as listed above:
Entry for O=C(Nc1ccc(Nc2nccc(-c3ccc4nc(C5CC5)[nH]c(=O)c4c3)n2)cc1)N1CCCC1 → ASK1 primary = -44; ULK1 primary = 59*
Entry for Oc1ccc(CCNc2nc(Nc3nccc4ccccc34)nc3nc[nH]c23)cc1 → ASK1 primary = 7; ULK1 primary = 2

More compounds.
compound | ASK1 primary | ULK1 primary
CC(C)(C)OC(=O)NC(Cc1ccc(Cl)cc1)c1nc2ccc(-c3ccncc3)cc2[nH]1 (configuration not stated) | 5 | -15
Cc1cc(NC2CC2)nc(-c2ccc(C(=O)NC3CC3)cc2)n1 | -6 | 13
Cn1nccc1Nc1ncc(C(=O)NCc2cccc(C(F)(F)F)c2)s1 | 5 | -5
COc1cccc(CN(CCCN)C(=O)Nc2ccc(-c3cn[nH]c3)cc2)c1 | 9 | 10
Brc1ccc(CN2CCC(c3nc(-c4ccncc4)no3)C2)cc1 (configuration not stated) | -8 | -13
O=C(NCCOc1ccccc1)c1cccc(N2CCC(N3CCOCC3)CC2)n1 | -2 | 5
OCCNc1nc(Nc2ncccn2)nc2c1ncn2C1CCCCC1 | 8 | 20
FC(F)(F)c1ccc(Cn2cnc3c(NC4CCN(Cc5ccccc5)CC4)nc(Nc4ccncn4)nc32)cc1 | 5 | 15

Later entries:
compound | ASK1 primary | ULK1 primary
NC(=O)c1ccnc(Nc2ccc(C(F)(F)F)cc2)c1 | -16 | -29
O=C1c2cccc(O)c2C(=O)c2c(O)cccc21 | . | 30
c1ccc2c(Nc3nccc(Nc4ccc5c(c4)OCO5)n3)nccc2c1 | 9 | 1
Cc1cnc(-c2ccc(C(N)=O)cc2)nc1Nc1ccccc1 | 0 | 5
Cc1cnc(Nc2ccncn2)nc1N | -14 | -3
Cc1cc(NCCc2ccc(O)cc2)nc(Nc2ncccn2)n1 | 12 | -1
CC(C)n1cnc2c(NCCCN3CCCC3=O)nc(Nc3cccnc3)nc21 | 1 | 2
Cc1cnc(N2CCOCC2)nc1Nc1ccc(N2CCOCC2)cc1 | -6 | 16

(more compounds)
compound | ASK1 primary | ULK1 primary
c1ccc2c(c1)Sc1ccccc1N2CCN1CCCC1 | . | 1
CC(=O)Nc1ccc(Nc2nc(Nc3nc4ccccc4n3C)nc3c2ncn3C(C)C)cc1 | 15 | 19
Clc1cnc(Nc2ccc(-n3cnc(N4CCOCC4)n3)cc2)nc1-c1ccno1 | -29 | 7
CN1CCN(C(=O)c2ccc(-c3nc(NCCOc4ccccc4)c4[nH]cnc4n3)cc2)CC1 | -3 | 15
Nc1cccc(-c2cc(NCc3cccc(C(F)(F)F)c3)ncn2)c1 | -2 | -26
CCOC(=O)C1CCN(CNC(=O)c2cccnc2)CC1 | . | 10
O=C(NC(c1ccc(Cl)cc1)c1nc2ccc(-c3cn[nH]c3)cc2c(=O)[nH]1)C1CCNC1 (configuration not stated) | 6 | 0
Cc1nn(C)c(C)c1-c1nc2c(NCc3ccccc3)ncnc2n1C(C)C | -4 | 8

Some values from the results shown:
Clc1cnc(Nc2ccc(-n3cnc(N4CCOCC4)n3)cc2)nc1-c1ccno1 in ULK1 primary shows 7
CC(=O)Nc1ccc(Nc2nc(Nc3nc4ccccc4n3C)nc3c2ncn3C(C)C)cc1 in ASK1 primary shows 15
Nc1cccc(-c2cc(NCc3cccc(C(F)(F)F)c3)ncn2)c1 in ULK1 primary shows -26

Remaining list, next part.
compound | ASK1 primary | ULK1 primary
COc1ccc(-c2nc(N)c3ncn(-c4ccccc4)c3n2)cn1 | -4 | 8
O=C(NCCc1ccc(O)cc1)c1cnc(NCc2ccc3c(c2)OCO3)s1 | 0 | -7
CCN(CCCc1ccccc1)CCCc1ccccc1 | . | 5
O=C(NCc1nc2ccccc2[nH]1)c1ccc2nc(Nc3ccc(C(F)(F)F)cc3)sc2c1 | -5 | 2
CC(C)N(CCNC(=O)c1cccc(-c2csc3ccccc23)c1)C(C)C | -14 | -19
O=C(Cc1ccccc1)Nc1cnn(-c2cccc(C(=O)Nc3ccc(OC(F)(F)F)cc3)c2)c1 | 6 | 0
COc1ccc(CCNC(=O)c2cccc(NCCN3CCOCC3)n2)cc1 | -29 | -15
CN1CCN(C(=O)c2ccc(-c3nc(NCc4cccnc4)c4ncn(Cc5ccc(C(F)(F)F)cc5)c4n3)cc2)CC1 | 3 | 15

More structures follow:
compound | ASK1 primary | ULK1 primary
c1ccc(N2CCN(c3nc(Nc4ccc5c(c4)OCO5)c4[nH]cnc4n3)CC2)nc1 | 13 | -7
COc1ccc(CCNc2nc(N3CCCC3CO)nc3c2ncn3C(C)C)cc1 (configuration not stated) | 13 | -16
CN1CCN(c2ccc(-c3cc(C(=O)NC4CC4)ccn3)cc2)CC1 | -9 | 4
O=C(NCc1cccnc1)c1cnc(N2CCCC2CO)s1 (configuration not stated) | 4 | 21
CN1CC[C@@H](Oc2ccnc(C(=O)Nc3ccc4[nH]ncc4c3)c2)C1 | -7 | -4
Cc1nn(C)c(C)c1-c1cc(NCc2cccc(C(F)(F)F)c2)ncn1 | 3 | -2
CCN(CC)c1nc(NCCN(C(C)C)C(C)C)nc(Nc2ccncn2)n1 | 4 | -32
COc1ccc(CCNc2ccnc(-c3ccc(C(N)=O)cc3)n2)cc1 | -21 | -20
Cc1ccc(-c2cnc(N3CCC(O)CC3)nc2)cc1 | . | -23
CN1CCN(C(=O)c2ccc(-c3nc(NCc4cccc(C(F)(F)F)c4)c4ncn(-c5ccccc5)c4n3)cc2)CC1 | -6 | -27
O=C1CCCN1CCCNc1nc(NCCOc2ccccc2)c2ncn(-c3ccccc3)c2n1 | 12 | -6

Screening data: PubChem BioAssay, The Scripps Research Institute Molecular Screening Center
